High-throughput results from PubChem.
Diaphorase act: counter-screen for diaphorase-based assays: diaphorase activators and chemical reducers. Diaphorase/resazurin coupled assay, resorufin fluorescence, 16 min; stronger effect = higher value; 1 = vehicle wells, 0 = NADH-free wells. activation factor at 20 µM. actives 0.005% (n = 190,000). AID 1229;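 active = diaphorase activity raised at least twofold by the compound at 20 µM; inactive = activation factor below 2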
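Assay system: Purified diaphorase enzyme from Clostridium kluyveri | Amount: Enzyme 0.07 U/mL final | Dosing: Compound 20 µM once, DMSO 1% | Timing: 16 min reaction at room temperature | Detection: Fluorescence, excitation 544 nm and emission 590 nm | Evaluation: Higher resorufin formation from activation or reduction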
STAT1 blocker: reduces IFN-gamma driven STAT1 reporter signal | inhibition, % at 5.5 µM | NIH 3T3 STAT1-luciferase reporter, luminescence | actives 0.35% (n = 200,000) | AID 920;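 active = inhibition above a set limit, the mean inhibition across all tested compounds plus 3 SD, cut at about 34% in these data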;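 note: 0% = IFN-gamma with DMSO and 100% = IFN-gamma with 300 µM nifuroxazide; values of inactives mirror those of a sister screen read the other way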
TLR4 MyD88 comp: inhibitors of human TLR4-MyD88 binding. inhibition, % at 8.4 µM. actives 0.18% (n = 200,000). AID 861. O00206+Q99836. HeLa CL3-4 TLR4/MyD88 BLA complementation, FRET ratio; in the data active = inhibition above about 25%;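 note: 0% = vehicle and 100% = reference inhibitor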
Target sequence (O00206 whole entry, looked up): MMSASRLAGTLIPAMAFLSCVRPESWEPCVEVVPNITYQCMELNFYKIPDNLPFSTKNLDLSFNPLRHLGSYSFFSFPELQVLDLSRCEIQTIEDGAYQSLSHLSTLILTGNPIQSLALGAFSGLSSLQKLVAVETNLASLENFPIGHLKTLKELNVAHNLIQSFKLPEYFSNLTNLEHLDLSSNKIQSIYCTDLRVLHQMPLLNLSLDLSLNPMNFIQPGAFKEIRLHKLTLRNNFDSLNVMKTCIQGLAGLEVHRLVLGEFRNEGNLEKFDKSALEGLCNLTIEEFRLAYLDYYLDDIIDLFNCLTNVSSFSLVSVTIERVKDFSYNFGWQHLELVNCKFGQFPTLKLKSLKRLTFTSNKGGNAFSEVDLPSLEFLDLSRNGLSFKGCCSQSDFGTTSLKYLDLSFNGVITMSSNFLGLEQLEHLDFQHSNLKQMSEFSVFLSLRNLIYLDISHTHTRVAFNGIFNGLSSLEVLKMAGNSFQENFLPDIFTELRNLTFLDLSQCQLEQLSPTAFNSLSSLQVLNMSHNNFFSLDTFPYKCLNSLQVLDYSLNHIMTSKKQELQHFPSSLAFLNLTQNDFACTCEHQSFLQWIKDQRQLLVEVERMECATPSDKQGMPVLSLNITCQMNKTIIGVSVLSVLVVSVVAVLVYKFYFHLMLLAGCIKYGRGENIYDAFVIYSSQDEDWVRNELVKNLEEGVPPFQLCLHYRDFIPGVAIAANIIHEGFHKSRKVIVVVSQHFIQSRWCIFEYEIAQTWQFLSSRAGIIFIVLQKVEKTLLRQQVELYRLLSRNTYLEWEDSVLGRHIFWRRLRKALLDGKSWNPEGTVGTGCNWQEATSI
Target sequence (Q99836 whole entry, looked up): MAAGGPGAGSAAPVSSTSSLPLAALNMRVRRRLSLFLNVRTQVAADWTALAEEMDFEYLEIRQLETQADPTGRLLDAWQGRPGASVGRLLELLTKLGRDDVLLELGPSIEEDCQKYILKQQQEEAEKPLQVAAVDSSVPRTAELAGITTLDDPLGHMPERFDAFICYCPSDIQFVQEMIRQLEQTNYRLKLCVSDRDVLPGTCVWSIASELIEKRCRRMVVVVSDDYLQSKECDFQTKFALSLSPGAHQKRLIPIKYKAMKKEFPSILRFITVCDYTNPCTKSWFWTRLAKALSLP
STAT1 act: activators of IFN-gamma induced STAT1 signaling. activation (% of control), % at 5.5 µM. AID 932. NIH 3T3 STAT1-luciferase reporter, luminescence; 100% = IFN-gamma alone, no compound. actives 2.6% (n = 200,000);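 active = activation above the screen-wide mean activation plus 3 SD, cut at about 130% in these data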;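 note: raw ratio to IFN-gamma control signal so 100% means no change and 0% no light; values of inactives mirror those of a sister screen read the other way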
STAT3 activator: STAT3 signaling activation; U3A cells, IL-6 STAT3-luciferase reporter, luminescence; 100% = signal with IL-6 EC80 alone; activation (% of control), % at 5.6 µM; actives 0.91% (n = 190,000); AID 871;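 active = activation above the screen-wide mean of compound activation plus 3 SD, cut at about 130% in these data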;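 note: 0% = background luminescence of wells with medium and substrate only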
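Material: human U3A cells carrying STAT3-luciferase construct. Measured by: reporter luminescence signal. Timing: compound 1 h, then IL-6 6 h at 37 °C.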
Diaphorase inh: inhibits diaphorase or chemically oxidizes, flagging diaphorase assay artifacts; actives 0.69% (n = 190,000); diaphorase resazurin-to-resorufin fluorescence, NADH, 16 min; bacterial (C. kluyveri) enzyme, not human; inhibition, % at 20 µM;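 active = primary screen inhibition at 20 µM above a set limit, cut at about 50% in these data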;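 note: plate controls were DMSO with full reaction for no effect and wells lacking NADH for full effect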
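Assay system – diaphorase enzyme from Clostridium kluyveri · Amount – diaphorase 0.14 U/mL (working solution) · Times – reaction incubation of 16 min at room temperature · Controls – No-NADH positive control and DMSO neutral control · Signal – resorufin fluorescence 544/590 nm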
STAT3 blocker: STAT3 signaling inhibition; U3A cells, IL-6 STAT3-luciferase reporter, luminescence; host cell line lacks STAT1; inhibition, % at 5.5 µM; actives 0.89% (n = 190,000); AID 862;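 active = inhibition above the mean inhibition across all screened compounds plus 3 SD, cut at about 44% in these data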;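 note: 0% = DMSO only wells and 100% = 100 µM nifuroxazide control wells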
G6PDH counter: inhibits Leuconostoc G6PDH, flagging false hits in G6PDH-based assays. Purified L. mesenteroides G6PDH, diaphorase/resazurin coupled fluorescence, 45 min. inhibition, % at 5 µM. AID 1020. actives 0.12% (n = 200,000); in the data active = inhibition above about 50%
Hsp70 activator: switches on Hsp70 transcription; HeLa Hsp70 promoter luciferase reporter, luminescence; scaled: vehicle 0, proteasome-inhibitor control 100%; activation, % at 10 µM; actives 0.04% (n = 200,000); AID 1203;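 active = activation above the mean across all tested compounds plus 3 SD, cutoff set per campaign, cut at about 5.5% in these data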;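 note: 100% = MG132 at 30 µM as the positive control and 0% = DMSO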
APP 5UTR inh: APP translation inhibition; SH-SY5Y APP 5'UTR-luciferase reporter, luminescence; inhibition, % at 2 µM; actives 0.82% (n = 190,000);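 active = inhibition above a set limit, derived from the sample mean plus 3 SD, cut at about 45% in these data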; note: values of inactives mirror those of a sister screen read the other way
* = called active by the depositor; x = no result given. This is a random part of the collection. About 6.1% of those tested had a hit in this group.

Sample of the layout:
SMILES | Diaphorase act | STAT1 blocker | TLR4 MyD88 comp | STAT1 act | STAT3 activator | Diaphorase inh | STAT3 blocker | G6PDH counter | Hsp70 activator | APP 5UTR inh
CS(=O)(=O)Nc1nnc(Cc2ccccc2)s1 | 1 | 10 | -5 | 91 | 91 | 3 | 16 | 11 | -0.1 | -13
CCCOc1ccc(CC(=O)NCc2ccco2)cc1OC | 0.8 | 6 | -14 | 94 | 91 | 19 | 13 | 11 | -0.1 | -3
COc1ccc(S(=O)(=O)Nc2cc(C)c(O)c(S(=O)(=O)c3ccccc3)c2)cc1 | 0.8 | 5 | 2 | 97 | 99 | 19 | 6 | 2 | -0.1 | 14

Results, from the first entry:
SMILES | Diaphorase act | STAT1 blocker | TLR4 MyD88 comp | STAT1 act | STAT3 activator | Diaphorase inh | STAT3 blocker | G6PDH counter | Hsp70 activator | APP 5UTR inh
CS(=O)(=O)Nc1nnc(Cc2ccccc2)s1 | 1 | 10 | -5 | 91 | 91 | 3 | 16 | 11 | -0.1 | -13
CCCOc1ccc(CC(=O)NCc2ccco2)cc1OC | 0.8 | 6 | -14 | 94 | 91 | 19 | 13 | 11 | -0.1 | -3
COc1ccc(S(=O)(=O)Nc2cc(C)c(O)c(S(=O)(=O)c3ccccc3)c2)cc1 | 0.8 | 5 | 2 | 97 | 99 | 19 | 6 | 2 | -0.1 | 14
COC(=O)CCCCCNc1ccc(C(=O)OC)cc1N | 1 | 3 | -1 | 97 | 105 | -1 | -3 | 18 | 0.1 | -2
CN(C)C1C(=O)c2ccccc2C1=O | 1 | 0 | 1 | 100 | 106 | 5 | -5 | 6 | -0.3 | -5
C=CCn1c(SCc2csc(C)n2)nc2sc3c(c2c1=O)CCCCC3 | 0.8 | 3 | -3 | 97 | 95 | 18 | 9 | -35 | -0.2 | -10
Cc1ccc(C(C)C)c(OCCn2c(=O)oc3ccccc32)c1 | 0.8 | 2 | 22 | 98 | 100 | 22 | 5 | 25 | -0.2 | -14
CC(C)N(C(=O)NC(=O)NCC1CCCO1)S(C)(=O)=O (configuration not stated) | 1.1 | 0 | 0 | 100 | 106 | -10 | -3 | 6 | -0.2 | -3
CC(Sc1nnc(-c2ccc(C(C)(C)C)cc2)n1C)C(N)=O (configuration not stated) | 0.9 | -2 | -6 | 102 | 101 | 9 | 3 | -2 | 0.4 | -22
Cc1ccccc1NC(=S)N(CCN1CCCCC1)Cc1ccco1 | 1 | 2 | 2 | 97 | 90 | -3 | 18 | 7 | -0.2 | 8
Cc1ccc(CS(=O)(=O)CCC(=O)NCc2cccs2)cc1 | 1 | 6 | -1 | 95 | 96 | -1 | 9 | 4 | -0.4 | 4
Cn1nnc2cc(C(=O)Nc3ccccc3)ccc21 | 1 | -34 | -1 | 130* | 83 | 1 | 23 | 0 | 0.1 | -28
COc1ccc(/C(N)=N/OC(=O)c2ccc3c(c2)OCO3)cc1OC | 0.8 | -18 | 18 | 116 | 110 | 17 | -7 | 4 | 0.5 | -44
O=C(NCc1ccncc1)C(=O)C1C(=O)Nc2ccccc21 (configuration not stated) | 1 | 0 | -5 | 100 | 111 | -1 | -7 | 2 | 0.1 | 20
CCCCCCNc1nc(-c2ccc(OC)cc2)c(CCC(=O)O)s1 | 0.8 | -3 | -2 | 103 | 106 | 19 | -8 | 1 | -0.3 | 2
C/C(CCc1ccc2c(c1)OCO2)=N\N=C1\NC(=O)CC(C(=O)Nc2ccc(Cl)cc2)S1 (configuration not stated) | 0.8 | -1 | -7 | 101 | 101 | 24 | 9 | 4 | -0.4 | 7
COc1ccccc1NC(=S)N(CCN1CCCCCC1)Cc1cccs1 | 0.9 | 3 | -9 | 97 | 96 | 10 | 16 | 8 | 0.1 | -16
CCCS(=O)(=O)N1CCCC(C(=O)NCCN(C)Cc2ccccc2)C1 (configuration not stated) | 1 | 9 | 9 | 92 | 103 | -2 | 3 | 6 | -0.3 | x
COc1cc(S(=O)(=O)N(Cc2ccc(C)cc2)C2CCCCC2)ccc1-n1cnnn1 | 0.8 | -10 | -14 | 110 | 108 | 19 | -3 | -1 | 0.0 | -2
COc1ccc2[nH]c3nc(SCc4nnc(-c5ccc(C)cc5)o4)nnc3c2c1 | 1 | -5 | 0 | 104 | 83 | -1 | 21 | 0 | -0.3 | -1
CCC(C)(C)NC(=O)C(c1ccccn1)N(C(=O)c1csnn1)c1ccc(C)c(C)c1 (configuration not stated) | 0.9 | 2 | -9 | 96 | 104 | 9 | 2 | 1 | 0.1 | -16
O=C1CSc2nc3ccccc3n21 | 1 | -4 | -15 | 104 | 101 | 0 | 4 | 14 | -0.2 | -64
COc1ccc(NC(=O)c2ccco2)cc1NC(=O)c1ccco1 | 0.9 | -7 | -13 | 106 | 101 | 12 | 5 | 6 | -0.1 | 2
COc1cc(NC(=O)c2ccccc2NS(=O)(=O)c2ccc(Cl)s2)cc(OC)c1 | 0.8 | 8 | 7 | 93 | 95 | 22 | 8 | 10 | -0.4 | -16
CCOc1ccc(C(=O)Nc2sc3c(c2C(=O)OC)CC(C)(C)NC3(C)C)cc1 | 1.1 | 7 | -18 | 93 | x | -7 | x | 6 | 0.0 | -15
SMILES | Diaphorase act | STAT1 blocker | TLR4 MyD88 comp | STAT1 act | STAT3 activator | Diaphorase inh | STAT3 blocker | G6PDH counter | Hsp70 activator | APP 5UTR inh
CCC(=O)c1ccc(OCC(O)Cn2cnc3ccccc32)cc1 (configuration not stated) | 1 | 2 | -7 | 98 | 89 | -3 | 18 | 3 | -0.1 | -8
CCN(CC)S(=O)(=O)c1ccc2[nH]cc(C(=O)NCCCN3CCCCC3C)c(=O)c2c1 (configuration not stated) | 1 | 2 | 6 | 97 | 105 | 4 | -6 | 5 | -0.3 | x
Cc1sc2nc3c4ccccc4c(NCc4ccco4)nn3c(=O)c2c1C | 0.5 | -62 | 0 | 157* | 104 | 49 | 0 | -64 | -0.4 | -136
Cc1c(Cl)c(=O)oc2cc(OC(C)C)ccc12 | 0.8 | -4 | -4 | 104 | 91 | 19 | 10 | 1 | -0.1 | 6
COc1ccc(NC(=O)C2=C(C)Nc3ncnn3C2c2ccccc2C(F)(F)F)c(OC)c1 (configuration not stated) | 0.8 | 2 | 12 | 98 | 97 | 20 | 4 | 13 | -0.6 | 3
Cc1cc(C(=O)COC(=O)CCc2nc3ccccc3s2)c(C)n1C | 0.8 | -1 | 9 | 101 | 99 | 21 | 6 | -38 | -0.2 | -9
Cc1oc(C(C)(C)C)c(CN2CCOCC2)c1C(=O)O | 0.9 | 1 | 4 | 97 | 102 | 14 | 5 | 13 | -0.2 | -17
O=C1NC(c2cccc([N+](=O)[O-])c2)Oc2ccccc21 (configuration not stated) | 0.9 | 1 | 12 | 99 | 96 | 10 | 16 | 0 | 0.0 | -12
O=C(c1ccc(Oc2ccc(C(F)(F)F)cn2)cc1)N1CCN(c2ccccc2)CC1 | 1 | 12 | -2 | 90 | 90 | 0 | 15 | 5 | -0.4 | 16
C#CCOCCOCCOCCNc1nc(N2CCN(C(=O)[C@H](CCC(=O)O)n3cc(C(N)CC(C)C)nn3)CC2)nc(N2CCN(C(=O)[C@H](Cc3cc4ccccc4[nH]3)n3cc(C(N)[C@H](C)CC)nn3)CC2)n1 (some centres not stated) | 1 | -1 | -7 | 102 | x | 1 | x | 1 | -0.1 | -11
CCN1CCN(C(=S)Nc2cccc(Cl)c2)CC1 | 1 | -4 | 1 | 102 | 103 | -2 | 1 | 0 | -0.3 | -13
CCC(=O)c1cc2c(cc1NC(=O)c1cccs1)OCCO2 | 0.9 | 2 | -3 | 98 | 91 | 15 | 14 | 3 | -0.2 | 6
Cc1cccc2cc(CN(Cc3ccco3)C(=O)c3cccs3)c(=O)[nH]c12 | 0.9 | 4 | -13 | 96 | 90 | 9 | 13 | 16 | -0.4 | 14
C=C(C)CSc1nnc2n(C)c(=O)c3c4c(sc3n12)CCC4 | 0.8 | 2 | -4 | 98 | 99 | 23 | 7 | -1 | -0.4 | -4
CCN1CCN(CCCN(Cc2cccs2)C(=S)Nc2ccccc2C)CC1 | 1 | -2 | -2 | 99 | 92 | 4 | 11 | 2 | -0.2 | 13
Cc1ccc(Sc2c(O)c3ccccc3n(C)c2=O)cc1 | 0.7 | 0 | -2 | 100 | 109 | 26 | -9 | 3 | -0.1 | 7
O=C(Nc1nnc(SCc2ccc(F)cc2)s1)c1cccnc1Cl | 0.8 | 4 | -8 | 96 | 103 | 23 | -1 | 3 | 0.2 | 6
O=C(N1CCOCC1)N(Cc1ccccc1)c1ccccn1 | 0.9 | -2 | 7 | 102 | 97 | 7 | 6 | -2 | 0.0 | -18
COc1ccc(-c2ccc3nnc(SCC(N)=O)n3n2)cc1 | 0.9 | -2 | -10 | 102 | 101 | 10 | 7 | 5 | -0.1 | -27
COc1cc(CC(=O)N/N=C/c2ccc([N+](=O)[O-])cc2)c([N+](=O)[O-])cc1OC | 0.9 | 0 | 2 | 100 | 104 | 6 | -5 | -14 | 0.1 | -6
CCc1ccccc1N1CC23C=CC(O2)C(C(=O)O)C3C1=O (configuration not stated) | 1.1 | 5 | -4 | 96 | 105 | -8 | -1 | 26 | -0.1 | 0
Cc1cc(C(F)(F)F)c2c(N)c(C(=O)Nc3cc(C)on3)sc2n1 | 1 | -18 | 9 | 116 | 106 | -3 | -1 | -1 | -0.5 | -78
CCCC1(C)Nc2ccccc2-c2nc3ccccc3n21 (configuration not stated) | 0.8 | -11 | 2 | 110 | 98 | 19 | 7 | -5 | -0.2 | -22
Cc1nn(C)cc1C(C)NCc1c(C(=O)N2CCCCCCC2)nc2ccc(Cl)cn12 (configuration not stated) | 0.8 | -10 | -1 | 107 | 110 | 16 | -5 | 12 | 0.1 | -1
CCc1ccc2c(c1)C(c1cccs1)=NNC(c1cccnc1)=N2 | 0.9 | 0 | -14 | 100 | 93 | 10 | 14 | 10 | -0.2 | 4
OCCOCCNc1ncnc2nc[nH]c12 | 0.9 | -3 | 6 | 104 | 111 | 9 | -13 | 6 | 0.3 | -6
COc1cccc(N(C(=O)Cn2nnc(-c3ccc(C)o3)n2)C(C(=O)NC(C)(C)C)c2cccs2)c1 (configuration not stated) | 1 | -1 | 8 | 102 | 101 | 2 | 2 | 2 | -0.1 | -10
CC1CC(C)CN(C(=O)CSc2nnc(CSc3ncccn3)n2C)C1 (configuration not stated) | 0.9 | -10 | -16 | 109 | 98 | 9 | 7 | 5 | -0.2 | -12
